Assay outcomes deposited in PubChem BioAssay by Broad Institute.
PAX8 inh HTS: inhibitors of PAX8-driven TPO luciferase reporter, primary screen, RMG-I cells, single concentration. AID 652154, 2013. SteadyGlo, 24 h. inhibition, % at 12.6 µM. 360,000 compounds, 1.2% hits;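 active = mean replicate inhibition at least 60% with every replicate also reaching 60%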;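 note: luciferase light reporting Pax8 driven TPO promoter activity; plate controls were median of neutral control wells for no effect and mitoxantrone controls for full effect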
LGR2 antag: inhibitors of bursicon-induced LGR2 CRE-luciferase signal, primary screen, cell-based, HEK293, CRE-luciferase reporter, bursicon stimulation; Drosophila bursicon receptor LGR2 (rickets); bursicon-stimulated, 4 h; AID 720647, 2013; 380,000 compounds, 0.35% hits; inhibition, % at 9.99 µM;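 active = drop in luminescence signal, shown as inhibition above about 50% in the replicate tests, limit read from the data, passing the limit was not always enough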;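 note: agonist challenge used bursicon conditioned medium at about half maximal strength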
EWS-Fli inh: EWS/Fli-driven NR0B1 reporter inhibitors, primary screen, A673 cells, NR0B1 luciferase, luminescence, MLPCN library | viability-normalised | inhibition, % at 12.6 µM | 350,000 compounds, 0.67% hits | AID 651661, 2012;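 active = mean inhibition of at least 50% after viability correction, with every replicate also passing that limit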;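 note: firefly luciferase signal divided by Alamar Blue viability fluorescence both relative to DMSO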
ERAP1 inh: human ERAP1 aminopeptidase inhibitors, primary screen, biochemical, single point, plate reader; Endoplasmic reticulum aminopeptidase 1 (Homo sapiens), Q9NZ08; recombinant ERAP1, Leu-AMC fluorescence, 60 min; inhibition, % at 10.7 µM; 340,000 compounds, 0.15% hits; AID 652197, 2013;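 active = mean replicate inhibition of at least 30%, or all replicates individually reaching that 30% level; inactive = mean below 30% and not every replicate reaching it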;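 note: 0% = neutral control wells and 100% = L-leucinethiol positive control wells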
PGC1a acetyl inh: inhibitors of PGC1a acetylation signal, primary screen, cell-based, U2OS, AlphaScreen, inhibitor mode | AlphaScreen anti-acetyl-lysine; with virally co-expressed GCN5 acetyltransferase | inhibition, % at 15.6 µM | 350,000 compounds, 0.17% hits | AID 651687, 2012;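 active = every replicate shows inhibition of at least 40%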;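 note: 0% = neutral control wells and 100% = positive control wells; some results beyond the cut were filed as inactive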
PglD DTNB: C. jejuni PglD acetyltransferase inhibitors, primary screen, biochemical, DTNB colorimetric, single point | purified PglD enzyme, DTNB colorimetric CoA detection | 360,000 compounds, 0.098% hits | inhibition, % at 12.5 µM | UDP-N-acetylbacillosamine N-acetyltransferase PglD (Campylobacter jejuni); in the data active = inhibition above about 16%, passing the limit was not always enough; note: strong numbers were not always called active
FN deposit inh: inhibitors of fibronectin matrix deposition, primary screen, AH1F cells, Alexa488-fibronectin fluorescence, plate reader; AH1F fibroblasts, overnight; inhibition, % at 12.6 µM; 350,000 compounds, 0.086% hits;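 active = mean inhibition across replicates of 30% or more, regardless of how many single replicates reach that level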;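 note: positive control wells lacked labelled fibronectin entirely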
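Assay system: AH1F fibroblasts assembling fluorescent fibronectin matrix; Amount: 10000 AH1F cells per well; Buffer or medium: DMEM, 2% serum; Probe or stimulus: Alexa488-fibronectin, 24 nM final in well; Doses: single compound dose, delivered by pin transfer; Incubation: 1 h adhesion, overnight exposure; Measured by: fluorescence 485/525 nm; Read-out: fibronectin deposition inhibition.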
S100A4 MyoIIA: inhibitors of S100A4-myosin IIA peptide binding, primary screen, biochemical, fluorescence polarization, TAMRA-MyoIIA peptide; Protein S100-A4 (Homo sapiens), P26447; inhibition, % at 10.7 µM; AID 652163, 2013; 360,000 compounds, 0.14% hits;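 active = mean inhibition of at least 70% across replicates, with every replicate also reaching that level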
Target sequence (P26447 whole entry, looked up): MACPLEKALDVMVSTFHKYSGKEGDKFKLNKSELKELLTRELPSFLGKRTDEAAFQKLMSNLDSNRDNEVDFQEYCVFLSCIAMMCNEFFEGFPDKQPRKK
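Material: S100A4 monomer protein | Medium: HEPES pH 7.2 with CaCl2, KCl, NaCl, DTT, Triton | Reagent: Labelled myosin peptide probe, 5 nM | Doses: One dose per compound | Times: 5 min incubation before reading | Benchmarks: Neutral control DMSO, positive control TFP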
Starred values were filed as active, the others as inactive; / = not tested or not shown; & = joins results of further samples. No enrichment for hits. About 2.1% of those tested had a hit in this group.

SMILES	PAX8 inh HTS	LGR2 antag	EWS-Fli inh	ERAP1 inh	PGC1a acetyl inh	PglD DTNB	FN deposit inh	S100A4 MyoIIA
CC1CCCC(NC(=O)COC(=O)c2cccnc2Cl)C1C (centres undefined)	-3	0	0	1	4	6	-1	0
COc1ccc(NC(=O)Cc2c(F)cccc2Cl)c(OC)c1	4	5	/	/	8	-4	-11	/
COc1ccc(S(=O)(=O)Nc2cccc3c2O[C@H](CN(C)Cc2ccc(C(=O)Nc4ccccc4N)cc2)[C@H](C)CN([C@@H](C)CO)C3=O)cc1	/	2	57*	-2	13	-2	/	1
Cc1sc2ncnc(N(C)C3CCCCC3)c2c1C	-16	-8	0	-2	15	0	2	13
CCCC(O)C#Cc1cnc2c(c1)C(=O)N([C@H](C)CO)C[C@H](C)[C@H](CN(C)C(=O)NC(C)C)O2 (some centres undefined)	-4	-11	-11	5	-4	2	/	4
CC(C)n1c(SCc2ccccc2F)nc2c1c(=O)n(C)c(=O)n2C	-6	-7	9	1	/	-1	-9	8
COC(=O)c1cnn(-c2ccc(F)cc2F)c1/C=N/NC(=S)NC(C)(C)C	25	9	3	/	-6	-4	7	-2
O=C(COC(=O)CSc1ccccc1)NNC(=O)c1ccc([N+](=O)[O-])cc1	-7	-7	/	0	0	4	6	1
O=C(Nc1ccccc1F)N[C@H]1C=C[C@H](CC(=O)N2CCCCC2)O[C@H]1CO	-6	15	5	1	6	-2	-2	1
CN(C)CC(=O)Nc1ccc2c(c1)[C@@H]1C[C@H](CC(=O)N3CCOCC3)O[C@H](CO)[C@@H]1O2	-5	0	-1	/	-5	6	-12	/
Cn1c(Cn2nnc3ccccc32)nnc1SCC(N)=O	/	15	-3	-2	-2	2	/	1
CC(C)=CCOc1c2ccoc2c(OCC=C(C)C)c2oc(=O)ccc12	/	24	-80	-2	-12	-1	/	-1
CCc1ccccc1NC(=O)CN(c1ccc(OC)cc1OC)S(=O)(=O)c1ccccc1[N+](=O)[O-]	30	35	21	4	-5	/	-2	-4
CC(=O)c1c(C)[nH]c(C(=O)C(C)Sc2nnc(NC3CC3)s2)c1C (centres undefined)	3	22	1	5	-9	1	/	-5
O=C(C[C@@H]1C[C@H]2c3cc(NC(=O)C4CCC4)ccc3O[C@H]2[C@H](CO)O1)NCCc1ccccc1	13	6	8	2	-3	-3	/	-14
CC(C)CCNC(=O)c1sc2ccc(S(=O)(=O)N3CCCCC3)cc2c1N	13	21	10	2	/	/	-5	-1
C[C@H](CO)N1C[C@H](C)[C@H](CN(C)S(=O)(=O)c2cccc(F)c2)OCc2ccccc2-c2c(n(C)c3ccccc23)C1=O	104*	7	11&7	2&-5	-17&1	-1	16&-6	7&-6
COc1ccc(-c2ccc([C@@H]3[C@@H](C#N)N(C(=O)NC4CCCC4)[C@H]3CO)cc2)cc1	-3	8	-3	6	-7	3	6	0
O=C(Cn1nnc(-c2ccccc2)n1)Nc1cccc(S(=O)(=O)N2CCOCC2)c1	7	19	2	-3	/	-1	-2	0
COc1cccc(C(=O)Nc2ccc3c(c2)C(=O)N(C)C[C@@H](OC)[C@H](C)CN(C(=O)C2CCCC2)[C@H](C)CO3)c1	-17	0	-11	-1	/	-2	11	5
Cc1ccc(S(=O)(=O)CCSc2n[nH]c(=O)n2-c2ccc3c(c2)OCCO3)cc1	13	-1	10	/	-18	/	6	-6
Cc1ccc(N2C(=O)CS(=O)C(c3ccccc3)C2=O)cc1C (centres undefined)	-9	/	-44	-1	/	/	2	0
CO[C@@H]1CN(C)C(=O)c2cc(NC(=O)c3ccc(Oc4ccccc4)cc3)ccc2OC[C@H](C)NC[C@H]1C	8	-1	69*	9	-17	4	9	9
CN1CCN(C(=O)C[C@@H]2CC[C@@H]3[C@H](COC[C@@H](O)CN3C(=O)C3CCCC3)O2)CC1	-8	-52	10	1	0	-1	4	-43
CCCCN1C(=S)NC[C@@H]1Cc1ccc(O)cc1	-16	-12	-16	2	1	-1	16	1
Cn1ncc(Cl)c(Oc2ccc(C(C)(C)C)cc2)c1=O	-12	-15	-6	-3	/	/	/	5
O=[N+]([O-])c1nccn1CC(O)CO (centres undefined)	-16	-15	-6	-2	/	/	-1	-1
C[C@@H]1CCCCO[C@H](CN(C)S(=O)(=O)c2cccs2)[C@H](C)CN([C@@H](C)CO)C(=O)c2cc(NC(=O)CCCN(C)C)ccc2O1	/	-9	-10	0	5	1	/	7
CC(C)NC(=O)N(C)C[C@H]1Oc2cc(C#CC3CC3)ccc2S(=O)(=O)N([C@H](C)CO)C[C@H]1C	/	-3	4	-5	9	-1	/	-2
Cc1cccc(Cn2cnc3c(nnn3Cc3ccc(Cl)cc3)c2=O)c1	/	19	/	/	-7	8	4	/
CCCNC(=O)Nc1ccc2c(c1)C(=O)N(C)[C@H]1CC[C@H](CC(=O)O)O[C@@H]1CO2	-6	7	-2	/	-3	-2	-5	/
Cc1ccc(S(=O)(=O)N(C)C[C@H]2OCCCC[C@@H](C)Oc3ccc(NC(=O)Nc4c(C)noc4C)cc3C(=O)N([C@@H](C)CO)C[C@H]2C)cc1	-5	16	-15	-1	-12	-5	2	-10
C[C@@H]1CN([C@H](C)CO)S(=O)(=O)c2ccc(C#CCC3CCCC3)cc2O[C@H]1CN(C)C	/	-12	15	3	-13	-2	10	-14
O=S(CC(O)(c1ccccc1)c1ccccc1)CC(O)(c1ccccc1)c1ccccc1	22	/	-2	-4	-5	1	0	-1
CSCCC(NC(=O)c1ccoc1C)C(=O)O (centres undefined)	/	9	/	0	0	-3	-10	-6
C=CCNC(=S)N/N=C/c1ccc(-c2ccc(OC)cc2)o1	6	3	5	1	-44	/	-15	-2
Cc1cccc(N(C(=O)CS(=O)CC(=O)Nc2ccc3c(c2)OCO3)C(C)C(=O)NC2CCCC2)c1C (centres undefined)	5	4	-1	/	3	/	2	6
CC1CCc2nn(CC(=O)Nc3ccc(F)cc3F)cc2C1 (centres undefined)	-10	-7	-2	0	-5	1	5	7
C[C@H](O)[C@@H]1C(=O)N2CCc3c([nH]c4c(-c5ccccc5)cccc34)[C@@H]2C[C@@H]1N(C)C(=O)OCc1ccccc1	0	14	11	1	/	/	-2	-14
Cc1nn(C)cc1C(=O)c1ccccc1	3	11	-8	/	-5	2	-5	2
CC(C)CCNC(=O)CNC(=O)c1cccs1	/	-9	/	/	1	-7	3	/
CCOC(=O)C(C)Oc1ccc(C2NC(=O)NC(C)=C2C(=O)Nc2ccccc2C)cc1 (centres undefined)	/	-7	4	-8	1	-2	/	1
C[C@@H]1CN([C@@H](C)CO)C(=O)c2cc(NC(=O)Nc3ccccc3)ccc2O[C@@H](C)CCCCO[C@@H]1CN(C)C(=O)Nc1cccc2ccccc12	20	-9	2	/	-13	1	12	/
CCn1cnc2c1c(=O)n(Cc1cccc(Br)c1)c(=O)n2Cc1ccccc1	14	1	6	-4	/	-1	-2	-4
Cc1ccc(OCC(=O)N/N=C\c2cn(Cc3ccccc3)c3ccccc23)cc1C	12	5	/	/	/	-3	3	/
Cc1cc(OCc2nc3ccccc3s2)ccc1N	-120	/	-7	1	-11	/	-2	-8
O=C(c1ccc([N+](=O)[O-])cc1)N(Cc1ccccc1)Cc1ccccc1	14	0	-2	-2	-5	0	4	-4
Cc1ncc(C[n+]2ccc(C)c(C)c2)c(N)n1	-4	17	-8	-4	/	2	-12	-10
CN(C)CC#Cc1ccc([C@@H]2[C@@H](CO)N3C(=O)CN(C(=O)c4cccnc4)C[C@@H]23)cc1	-39	1	4	3	9	/	/	-1
CCn1cc(S(=O)(=O)NCCc2ccc(OC)c(OC)c2)cn1	-20	4	/	-2	/	7	/	4

Whole records from above:
CC(C)=CCOc1c2ccoc2c(OCC=C(C)C)c2oc(=O)ccc12 across the screens: PAX8 inh HTS: /; LGR2 antag: 24; EWS-Fli inh: -80; ERAP1 inh: -2; PGC1a acetyl inh: -12; PglD DTNB: -1; FN deposit inh: /; S100A4 MyoIIA: -1
CC(C)NC(=O)N(C)C[C@H]1Oc2cc(C#CC3CC3)ccc2S(=O)(=O)N([C@H](C)CO)C[C@H]1C across the screens: PAX8 inh HTS: /; LGR2 antag: -3; EWS-Fli inh: 4; ERAP1 inh: -5; PGC1a acetyl inh: 9; PglD DTNB: -1; FN deposit inh: /; S100A4 MyoIIA: -2

Structures above that contain an aryl methoxy group, in the order listed:
SMILES	PAX8 inh HTS	LGR2 antag	EWS-Fli inh	ERAP1 inh	PGC1a acetyl inh	PglD DTNB	FN deposit inh	S100A4 MyoIIA
COc1ccc(NC(=O)Cc2c(F)cccc2Cl)c(OC)c1	4	5	/	/	8	-4	-11	/
COc1ccc(S(=O)(=O)Nc2cccc3c2O[C@H](CN(C)Cc2ccc(C(=O)Nc4ccccc4N)cc2)[C@H](C)CN([C@@H](C)CO)C3=O)cc1	/	2	57*	-2	13	-2	/	1
CCc1ccccc1NC(=O)CN(c1ccc(OC)cc1OC)S(=O)(=O)c1ccccc1[N+](=O)[O-]	30	35	21	4	-5	/	-2	-4
COc1ccc(-c2ccc([C@@H]3[C@@H](C#N)N(C(=O)NC4CCCC4)[C@H]3CO)cc2)cc1	-3	8	-3	6	-7	3	6	0
COc1cccc(C(=O)Nc2ccc3c(c2)C(=O)N(C)C[C@@H](OC)[C@H](C)CN(C(=O)C2CCCC2)[C@H](C)CO3)c1	-17	0	-11	-1	/	-2	11	5
C=CCNC(=S)N/N=C/c1ccc(-c2ccc(OC)cc2)o1	6	3	5	1	-44	/	-15	-2
CCn1cc(S(=O)(=O)NCCc2ccc(OC)c(OC)c2)cn1	-20	4	/	-2	/	7	/	4
